# Assay outcomes deposited in PubChem by Broad Institute.
# SIRT5 block = SIRT5 desuccinylase inhibitors, primary screen, biochemical, fluorescence imaging, single point, set 5 | Purified SirT5, succinyl-peptide AMC, trypsin-coupled fluorescence | inhibition, % at 15 µM | 330,000 tested, 1.1% active | AID 652115, 2013; in the data active means inhibition above about 15%; inconclusive means no clear call, values can overlap the other calls
# Target sequence (Q9NXA8 whole entry, looked up): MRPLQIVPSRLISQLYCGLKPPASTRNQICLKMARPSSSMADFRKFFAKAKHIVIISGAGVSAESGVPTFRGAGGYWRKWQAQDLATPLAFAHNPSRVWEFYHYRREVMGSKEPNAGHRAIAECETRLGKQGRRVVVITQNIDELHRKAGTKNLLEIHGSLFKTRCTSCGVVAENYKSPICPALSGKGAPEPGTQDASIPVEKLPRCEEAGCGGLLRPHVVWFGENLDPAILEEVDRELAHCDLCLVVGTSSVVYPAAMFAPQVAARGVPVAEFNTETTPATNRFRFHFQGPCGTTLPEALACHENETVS
# Statin myotox sup = suppressors of statin myotoxicity in C2C12 myotubes, primary screen, cell-based, single point, plate reader; C2C12 myotubes + simvastatin, ATP luminescence, 48 h; scaled: DMSO 0, geranylgeraniol control 100; rescue of ATP level, % at 7.49 µM; 330,000 tested, 0.78% active;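 active means mean ATP rescue above about 67%, or every replicate alone reaching that limit, limit read from the data, passing the limit was not always enough; inconclusive means no clear call, values can overlap the other calls; inactive means mean under the limit and some replicate under it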;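 further: myotubes were challenged with 10 µM simvastatin during compound exposure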
# S100A4 inh HTS = inhibitors of S100A4-myosin IIA peptide binding, primary screen, biochemical, fluorescence polarization, TAMRA-MyoIIA peptide. Protein S100-A4 (Homo sapiens), P26447. inhibition, % at 10.7 µM. 360,000 tested, 0.14% active;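 active means mean inhibition of at least 70% across replicates, with every replicate also reaching that level; inconclusive means mean inhibition reaches 70% but some replicates fall short; inactive means mean inhibition below 70%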
# Target sequence (P26447 whole entry, looked up): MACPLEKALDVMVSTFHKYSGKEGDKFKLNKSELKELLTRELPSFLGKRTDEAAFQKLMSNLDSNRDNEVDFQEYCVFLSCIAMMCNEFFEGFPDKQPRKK
#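 assay system = human S100A4 monomer with TAMRA-labelled myosin IIA peptide | also added = labelled myosin peptide probe, 5 nM | incubation = 5 min between mix addition and reading | control set = DMSO and TFP controls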
# DENV2 CPE = inhibitors of DENV2 cytopathic effect, primary screen, cell-based, plate reader, single concentration. DENV2-infected cells, cytopathic effect rescue. CPE inhibition, % at 9.99 µM. 350,000 tested, 1.7% active. AID 651640, 2012; in the data active means CPE inhibition above about 20%, passing the limit was not always enough; inconclusive means no clear call, values can overlap the other calls; tested in BHK-21 cells;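 further: 0% = median of neutral control wells and 100% = median of positive control wells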
# ERp5 block = inhibitors of ERp5-driven insulin aggregation, primary screen, biochemical, turbidity, absorbance 650 nm, single point; Protein disulfide-isomerase A6 (Homo sapiens), Q15084; 90 min; inhibition, % at 9.99 µM; 350,000 tested, 0.05% active;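 active means mean replicate inhibition above about 25%, with every replicate also reaching it, limit read from the data, passing the limit was not always enough; inconclusive means only one of those two criteria met; inactive means neither criterion met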
# PglD inh = C. jejuni PglD acetyltransferase inhibitors, primary screen, biochemical, DTNB colorimetric, single point. inhibition, % at 12.5 µM. AID 602405, 2012. purified PglD enzyme, DTNB colorimetric CoA detection. 360,000 tested, 0.098% active; in the data active means inhibition above about 16%, passing the limit was not always enough; inconclusive means no clear call, values can overlap the other calls; further: strong numbers were not always called active
# E-sel inducer = E-selectin induction in HUVECs, primary screen, imaging, HUVEC, immunofluorescence imaging, single point | AID 686992, 2013 | P16581 | activation, % at 7.58 µM | 260,000 tested, 0.37% active | normalized: neutral wells 0, TNF-alpha wells 100;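 active means mean E-selectin-positive cell signal at least 10% of the positive control, reached in at least 60% of replicates, without over 20% cell loss; inconclusive means no rule given, readout overlaps actives, possibly toxicity-flagged; inactive means the rest, including those meeting only one limit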;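 further: in these data hits start at about 27%; measured in HUVEC primary endothelial cells; signal is the percent of cells scored E-selectin positive by PE staining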
# Target sequence (P16581 whole entry, looked up): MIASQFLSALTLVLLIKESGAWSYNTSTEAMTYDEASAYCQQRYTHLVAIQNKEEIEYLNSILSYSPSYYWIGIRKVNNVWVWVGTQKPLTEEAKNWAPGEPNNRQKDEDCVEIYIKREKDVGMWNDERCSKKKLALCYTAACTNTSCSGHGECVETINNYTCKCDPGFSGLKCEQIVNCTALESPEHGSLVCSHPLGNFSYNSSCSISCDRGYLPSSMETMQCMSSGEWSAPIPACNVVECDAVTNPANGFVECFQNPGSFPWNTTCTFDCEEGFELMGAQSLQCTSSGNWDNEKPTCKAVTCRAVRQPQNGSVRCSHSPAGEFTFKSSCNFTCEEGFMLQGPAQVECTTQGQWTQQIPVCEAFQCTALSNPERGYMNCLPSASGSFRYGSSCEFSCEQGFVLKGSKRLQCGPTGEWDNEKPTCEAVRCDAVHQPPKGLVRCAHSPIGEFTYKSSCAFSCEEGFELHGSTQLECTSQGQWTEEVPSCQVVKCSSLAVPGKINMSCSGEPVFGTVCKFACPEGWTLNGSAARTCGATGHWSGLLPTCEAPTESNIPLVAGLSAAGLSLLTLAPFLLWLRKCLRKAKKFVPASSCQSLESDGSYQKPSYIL
#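 Assay system: HUVEC primary endothelial cells. Input: 3,000 HUVEC seeded per well. Doses: one compound dose added by pin transfer. Read-out basis: % PE-positive cells. Benchmarks: TNF-alpha high, DMSO low. Detection: immunofluorescence imaging. Buffer or medium: EGM-2, gelatin.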
# Active calls of the source: *; ? = inconclusive; · = not tested or not shown.
SMILES,SIRT5 block,Statin myotox sup,S100A4 inh HTS,DENV2 CPE,ERp5 block,PglD inh,E-sel inducer
CN1CCN(C(=O)C[C@@H]2CC[C@@H]3[C@@H](COc4ccc(NC(=O)C5CCCCC5)cc4C(=O)N3C)O2)CC1,3.8,-1.5,-3.2,7.1,-0.9,2.0,0.1
COc1ccc(NC(=O)NNC(=O)C(C)Oc2ccc3ccccc3c2)cc1 (stereo not given),1.2,·,29.4,-1.7,-22.1,1.0,·
CCOc1ccc(C(=O)Nc2ccc(C(F)(F)F)n(C)c2=O)cc1,1.1,-0.6,-0.8,-3.0,3.4,-1.9,·
O=C1NC[C@H](CCCCN2CCN(Cc3ccccc3)C(=O)C2=O)N(CCC2CCCCC2)C1=O,·,·,-0.5,3.0,-1.3,·,0.0
Cc1ccc(S(=O)(=O)N(C)CC(=O)N/N=C/c2ccc(C)o2)cc1,1.0,·,2.1,-11.0,-0.5,4.4,2.2
O=C(NCCCN1CCCC1)c1ccc2c(c1)N(Cc1ccccc1F)C(=O)c1ccccc1S2(=O)=O,-2.4,-29.9,-3.5,7.3,-3.3,1.3,·
CN(C(=O)c1cccc(NC(=O)Cc2ccc(NC(=O)C3CCCN(C(=O)C4CCCCC4)C3)cc2)c1)C1CC1 (stereo not given),-2.7,-2.7,2.1,?,-5.1,1.2,16.1
CN1C(=O)c2cc(NC(=O)C3CCOCC3)ccc2OC[C@@H]2O[C@H](CC(=O)NC3CCCC3)CC[C@H]21,-3.5,-4.1,0.8,-0.4,6.7,3.7,0.1
CC1NS(=O)(=O)c2cc([N+](=O)[O-])ccc21 (stereo not given),-2.8,·,6.6,13.3,-3.7,·,0.0
CC(/C=C1\SC(=S)N(NC(=O)c2cccc(O)c2)C1=O)=C\c1ccccc1,1.3,·,5.5,-8.1,8.7,0.4,·
COc1cccc(/C=C2\SC(=S)N(CCCC(=O)NC3=NCCS3)C2=O)c1,6.9,-1.2,-3.7,-6.3,-9.2,-6.1,·
O=C(Nc1ccc(Cl)c(S(=O)(=O)N2CCOCC2)c1)c1cc(=O)[nH]c2ccccc12,-1.8,4.1,-1.2,-1.5,-2.5,-2.6,0.1
Cc1ccc(Cc2ccc(C(=O)NNC(N)=S)o2)cc1,-4.3,3.6,-0.6,7.2,5.8,2.3,·
CC1=C(C(=O)N2CCOCC2)CC(CC(=O)NC(c2ccccc2)c2ccccc2)C(=O)N1CCCN1CCCC1=O (stereo not given),-0.6,-7.2,11.6,-2.8,-2.9,2.3,8.1
CC1CC(C)(C)NC(=S)N1CCC(=O)N1c2ccccc2CC1C (stereo not given),4.0,-6.3,20.5,-2.6,0.9,1.0,·
COC(=O)CSc1nc(NC#N)nc(NC(C)(C)C)n1,-0.8,0.3,0.3,-1.1,4.5,·,17.9
Cc1ccc(S(=O)(=O)/N=C(/Nc2ccc3[nH]c(=O)[nH]c3c2)c2ccc(F)cc2)cc1,-5.0,7.1,-4.4,-4.5,-8.8,·,·
Cc1cc(C)nc(N2CCC(C(=O)Nc3ccc4c(c3)OCCO4)CC2)n1,-2.8,·,-8.7,6.5,1.9,·,·
Cc1cc(=O)oc2cc(OCC(O)Cn3ccnc3)ccc12 (stereo not given),-4.5,9.7,-1.0,6.4,2.3,2.5,2.9
O=C(NCCOc1ccccc1)C1CCC(=O)N(CCN2CCOCC2)C1 (stereo not given),-2.0,-5.3,0.1,0.2,12.0,-6.2,-1.1
O=C(NCCCn1ccnc1)c1ccc2c(c1)OCCO2,·,-5.9,·,·,·,-13.2,-2.2
C=CCNC(=S)N1CCc2[nH]c3ccccc3c2C1,0.3,·,-1.7,18.1,2.8,-4.3,8.6
Cc1cc(NC(=O)Nc2ccc(Cl)c(Cl)c2)n(-c2ccccc2)n1,4.6,·,0.0,3.2,·,·,·
O=C(O)c1ccc(NC(=O)c2cccc(S(=O)(=O)Nc3ccc(C(=O)O)cc3)c2)cc1,5.8,-10.0,-4.1,7.1,2.3,2.3,0.1
CCN(Cc1ccccc1)S(=O)(=O)c1cn(C)cn1,-0.2,·,-2.3,-6.3,4.9,·,·
CC(C)(C)c1ccc(OC(=O)N2CCOCC2)cc1,15.7*,-10.6,-4.2,-5.0,-8.7,-1.7,·
COc1ccc(OCc2n[nH]c(=S)n2N)cc1,-0.7,-0.3,-2.0,-0.7,20.7,·,·
Cc1nc2ccc(S(=O)(=O)NC(C(=O)N3CCC(C)CC3)C(C)C)cc2s1 (stereo not given),·,-9.3,-0.4,-3.9,-3.0,1.7,·
CCCCN1C(=O)C(CC(=O)NCc2cccs2)CC(C(=O)N(C(C)C)C(C)C)=C1C (stereo not given),1.3,5.7,-0.2,-2.6,2.5,2.5,-5.0
C[C@H]1CN([C@@H](C)CO)C(=O)c2cccc(NC(=O)Nc3ccc(C(F)(F)F)cc3)c2O[C@H]1CN(C)C(=O)Nc1cccc2ccccc12,0.9,·,-4.9,-11.3,1.8,1.0,-1.0
C[C@H]1CN([C@@H](C)CO)C(=O)c2cc(NC(=O)Nc3ccc(F)cc3)ccc2O[C@H]1CN(C)C(=O)Nc1cccc2ccccc12,-2.4,-4.6,5.8,-1.4,-6.0,0.5,-0.1
O=C(NN=C1CCCC1)c1ccn[nH]1,0.6,·,-1.3,0.0,3.3,·,1.4
COc1ccnc(Oc2ccc(F)cc2)c1C(=O)N/C=N/OCc1cccc(F)c1,1.8,-1.0,1.3,14.5,8.3,3.6,·
COc1ccccc1C(=O)C1CCCN(C(=O)c2ccccn2)C1 (stereo not given),3.8,·,21.8,-3.5,-2.1,·,·
COc1cc(/C=C/C(=O)O)cc(S(=O)(=O)Nc2cc(Cl)c(Cl)cc2Cl)c1OC,17.3*,6.0,-19.1,8.1,?,5.4,4.7
CC(C)c1csc(CN2CCN(Cc3ccc(F)c(F)c3)C(CCO)C2)n1 (stereo not given),6.7,·,-2.1,-6.3,1.9,·,6.5

# Arranged by count of non-hydrogen atoms (smallest number first): some entries from above.
SMILES,SIRT5 block,Statin myotox sup,S100A4 inh HTS,DENV2 CPE,ERp5 block,PglD inh,E-sel inducer
O=C(NN=C1CCCC1)c1ccn[nH]1,0.6,·,-1.3,0.0,3.3,·,1.4
COc1ccc(OCc2n[nH]c(=S)n2N)cc1,-0.7,-0.3,-2.0,-0.7,20.7,·,·
COc1ccccc1C(=O)C1CCCN(C(=O)c2ccccn2)C1 (stereo not given),3.8,·,21.8,-3.5,-2.1,·,·
Cc1nc2ccc(S(=O)(=O)NC(C(=O)N3CCC(C)CC3)C(C)C)cc2s1 (stereo not given),·,-9.3,-0.4,-3.9,-3.0,1.7,·
COc1cc(/C=C/C(=O)O)cc(S(=O)(=O)Nc2cc(Cl)c(Cl)cc2Cl)c1OC,17.3*,6.0,-19.1,8.1,?,5.4,4.7
COc1ccnc(Oc2ccc(F)cc2)c1C(=O)N/C=N/OCc1cccc(F)c1,1.8,-1.0,1.3,14.5,8.3,3.6,·

# Next section
SMILES,SIRT5 block,Statin myotox sup,S100A4 inh HTS,DENV2 CPE,ERp5 block,PglD inh,E-sel inducer
CCOC(=O)N1CCN(S(=O)(=O)c2c(C(=O)N3CCCCC3)c(C)n(C)c2C)CC1,0.1,-3.1,10.7,-2.7,7.0,1.5,·
COCC(=O)N1[C@@H]2c3ccc(-c4ccccc4)c(=O)n3C[C@@H]2[C@@H](CO)[C@@H]1C(=O)Nc1ccccc1,-21.6,-26.3,-8.1,0.6,1.1,1.9,0.8
CO[C@H]1CN(C)C(=O)c2cc(NC(C)=O)ccc2OC[C@@H](C)N(Cc2ccc(F)cc2)C[C@@H]1C,3.2,-5.3,-25.0,-3.3,-6.0,-0.8,0.1
CC(C)c1ccc(NC(=O)c2cc(S(=O)(=O)N3CCCCC3)c[nH]2)cc1,·,-11.4,-1.1,11.9,5.8,·,0.2
CN(C)c1ccc(CNc2nc(-c3ccccc3)nn2S(C)(=O)=O)cc1,-2.1,2.4,8.9,3.1,-7.6,-4.7,·
CO[C@H]1CN(C)C(=O)c2cc(NC(=O)NC(C)C)ccc2OC[C@@H](C)N(C(=O)NC(C)C)C[C@H]1C,-2.4,-4.1,5.4,8.0,16.6,-0.6,-0.2
C[C@@H]1CN([C@H](C)CO)C(=O)Cc2cc(NC(=O)Cc3ccccc3)ccc2O[C@@H]1CN(C)S(=O)(=O)c1ccc(Cl)cc1,3.6,10.5,-17.9,2.3,1.4,0.4,-30.6
C=CCN1CCN(C(=O)CCCc2ccccc2)CC1,·,1.4,-2.8,12.1,-0.6,2.6,·
N#C/C(=C\Nc1ccccc1SC(F)(F)F)c1nc(-c2ccccc2)cs1,-2.6,·,-3.1,9.6,1.4,·,·
COc1ccc(-c2noc(CCC(=O)NCc3ccco3)n2)cc1,-0.5,22.6,6.8,14.9,6.1,0.1,·
Cc1noc(C)c1NC(=O)N[C@H]1CC[C@H](CCNC(=O)C2CCOCC2)O[C@@H]1CO,3.4,-11.0,8.4,-5.0,-0.7,3.6,-1.9
C[C@@H]1CCCCO[C@@H](CN(C)S(=O)(=O)c2ccc(F)cc2)[C@@H](C)CN([C@H](C)CO)C(=O)c2cc(NC(=O)CCCN(C)C)ccc2O1,-0.7,·,6.7,-4.4,-3.5,0.2,0.0
Cn1nnnc1SCC(=O)Nc1ccccc1C(N)=O,-2.1,·,1.8,11.2,8.6,·,·
COc1ccc(CN(C)C[C@H]2OCCCC[C@H](C)Oc3ccc(N(C)C)cc3C(=O)N([C@@H](C)CO)C[C@@H]2C)cc1,-0.3,40.9,-9.7,14.8,-1.5,2.6,-0.4
COc1ccccc1NC(=O)c1ccc(NC(=O)C2CC2)cc1,-0.1,-9.5,-3.9,6.3,0.6,-1.1,-0.1
CC(C)NC(=O)N1CC[C@@H]2[C@H]1c1cc(Br)ccc1N(C)[C@@H]2CO,2.3,-14.8,-2.2,108.4*,1.3,-0.4,1.9
CN1CCN(C(=O)C[C@H]2CC[C@@H]3[C@H](COC[C@@H](O)CN3C(=O)Cc3ccccc3)O2)CC1,-0.5,-9.9,4.3,2.8,-3.8,-0.9,-0.1
Cc1ccc(-c2cnc3c(c2)C(=O)N([C@H](C)CO)C[C@@H](C)[C@H](CN(C)CC2CCCCC2)O3)cc1,4.2,-96.6,-7.5,6.6,-2.8,-2.7,0.4
O=C(Nc1ccc(Cl)cc1)C1CCCN(c2ncnc3c2nc2n3CCCCC2)C1 (stereo not given),-0.9,-15.9,-3.9,-6.6,-4.0,-0.5,·
CCCc1cn(CC[C@H]2CC[C@@H](NC(=O)Nc3ccc4c(c3)OCO4)[C@H](CO)O2)nn1,2.5,7.3,-6.3,3.1,4.8,-1.0,0.5
COc1ccc(-c2cc(CNS(=O)(=O)c3ccc(NC(C)=O)cc3)on2)cc1,2.8,3.8,-1.6,2.7,5.7,3.0,0.2
CCOC(=O)c1cc(C)nn1-c1nc(Cl)cc(OC)n1,-2.3,·,-2.9,8.7,1.3,-1.0,-1.6
CCOc1ccc(OCc2ccc(C(=O)Nc3cccnc3)cc2)cc1,-3.6,8.1,0.2,?,1.5,2.1,0.4

# Some of the compounds tested, so the mix of outcomes need not match the whole.
